# Screening results (PubChem)
# DNMT1 block: human DNMT1 methyltransferase inhibitors, primary screen, biochemical, molecular beacon, fluorescence, HinP1I cleavage, uHTS | DNA (cytosine-5)-methyltransferase 1 (Homo sapiens), P26358 | inhibition (reported as % activation of signal), % at 10 µM | 360,000 compounds, 0.83% hits | AID 588458, 2011; in the data active = inhibition above about 50%
# CendR NRP1 mod: modulators of CendR peptide binding to NRP-1, primary screen, biochemical, fluorescence polarization, uHTS | FAM-RPARPAR peptide binding to NRP-1 | inhibition, % at 25 µM | 360,000 compounds, 0.85% hits | AID 602438, 2012;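 active = inhibition or corrected inhibition above about 18%, plus a signal ratio from 0.5 to 1.5, limit read from the data, passing the limit was not always enough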; note: strong numbers were not always called active
# Target sequence (O14786 whole entry, looked up): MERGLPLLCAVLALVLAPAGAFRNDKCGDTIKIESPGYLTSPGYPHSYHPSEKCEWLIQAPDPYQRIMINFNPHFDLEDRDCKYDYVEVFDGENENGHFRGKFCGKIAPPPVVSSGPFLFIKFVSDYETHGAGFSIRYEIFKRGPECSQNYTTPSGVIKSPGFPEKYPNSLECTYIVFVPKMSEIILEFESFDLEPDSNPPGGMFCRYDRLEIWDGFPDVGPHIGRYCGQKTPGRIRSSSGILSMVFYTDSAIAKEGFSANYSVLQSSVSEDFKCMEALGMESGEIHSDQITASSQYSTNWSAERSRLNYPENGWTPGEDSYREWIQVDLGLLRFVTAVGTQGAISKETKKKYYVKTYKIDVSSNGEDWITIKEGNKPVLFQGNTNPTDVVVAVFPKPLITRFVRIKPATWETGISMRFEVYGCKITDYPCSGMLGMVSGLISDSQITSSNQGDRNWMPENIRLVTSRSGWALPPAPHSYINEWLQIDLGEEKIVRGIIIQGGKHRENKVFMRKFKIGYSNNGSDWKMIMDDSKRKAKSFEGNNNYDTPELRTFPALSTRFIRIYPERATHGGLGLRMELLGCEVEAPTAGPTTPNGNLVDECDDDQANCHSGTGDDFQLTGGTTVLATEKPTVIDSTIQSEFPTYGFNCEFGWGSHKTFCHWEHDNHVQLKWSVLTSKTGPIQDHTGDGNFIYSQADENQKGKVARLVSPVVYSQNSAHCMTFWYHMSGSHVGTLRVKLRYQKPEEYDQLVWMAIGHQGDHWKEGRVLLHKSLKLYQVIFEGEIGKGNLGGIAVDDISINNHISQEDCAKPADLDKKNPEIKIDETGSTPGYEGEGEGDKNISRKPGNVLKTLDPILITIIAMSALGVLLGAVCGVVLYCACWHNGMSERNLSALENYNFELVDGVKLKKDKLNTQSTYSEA
# NadD inh: inhibitors of S. aureus NadD, primary screen, biochemical, colorimetric, uHTS; purified NadD enzyme, colorimetric absorbance read-out; 360,000 compounds, 0.78% hits; inhibition, % at 20 µM; Nicotinate-nucleotide adenylyltransferase NadD (Staphylococcus aureus N315); in the data active = inhibition above about 26%; note: some compounds past the cut are filed as inactive
# SKN-1 inh: suppressors of acrylamide-induced Pgst-4::GFP reporter in worms, primary screen, SKN-1 inhibitor project, whole organism, uHTS, GFP/RFP fluorescence ratio, strain VP596; C. elegans VP596 Pgst-4::GFP/RFP ratio, 24 h; inhibition, % at 21.8 µM; 360,000 compounds, 0.49% hits;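 active = interference check ratio from 0.5 to 1.5 plus GFP to RFP signal ratio inhibition reaching or exceeding a fixed threshold, cut at about 30% in these data, passing the limit was not always enough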; note: some compounds called inactive have numbers as strong as hits
# Tb MetRS inh: T. brucei MetRS inhibitors, primary screen, biochemical, luminescence | methionyl-tRNA synthetase (Trypanosoma brucei brucei) | purified T. brucei MetRS, ATP depletion, Kinase-Glo luminescence | inhibition, % at 11.9 µM | 360,000 compounds, 0.4% hits | AID 624268, 2012;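 active = inhibition above a per-plate cutoff of the control wells' mean inhibition plus 3 SD, cut at about 5.5% in these data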;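 note: 0% = DMSO wells median and 100% = median of wells with control inhibitor compound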
#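 technique = Kinase-Glo luminescence, ATP depletion format | system = purified MetRS (methionyl-tRNA synthetase) enzyme from Trypanosoma brucei | timing = 15 min preincubation, 2 h reaction, all 25 °C | evaluation = percent inhibition versus plate control medians | dosing = single dose, 11.9 µM final nominal, 0.9% final DMSO | also added = substrates ATP, L-methionine and bulk Escherichia coli tRNA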
# LMPTP block: LMPTP phosphatase inhibitors, primary screen, biochemical, fluorescence intensity, uHTS; recombinant LMPTP-A, OMFP fluorogenic substrate; 360,000 compounds, 0.22% hits; AID 651560, 2012; inhibition, % at 20 µM;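 active = compounds that cut the enzyme signal by at least half of the control window in the single-dose screen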;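 note: plate controls were DMSO wells with enzyme plus substrate for no effect and substrate without enzyme for full effect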
#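 Test system – LMPTP-A phosphatase enzyme · Quantity – 0.625 nM LMPTP-A final · Reagent – OMFP substrate, 400 µM final · Dosing – one test concentration per compound, 20 µM, with 3% DMSO overall · Timing – 50 min enzyme reaction at room temperature, protected from light · Detection – fluorescence intensity · Controls – substrate-only low control, DMSO enzyme-plus-substrate high control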
# Scp1 inh: Scp-1 phosphatase inhibitors, primary screen, biochemical, colorimetric, uHTS; Carboxy-terminal domain RNA polymerase II polypeptide A small phosphatase 1 (Homo …; Recombinant Scp1, phosphopeptide, malachite green phosphate absorbance; inhibition, % at 20 µM; 340,000 compounds, 0.88% hits;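 active = inhibition above about 50% at 20 µM, limit read from the data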;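 note: plate controls were DMSO wells with enzyme for no effect and wells lacking enzyme for full effect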
#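 Assay system: SCP-1 catalytic fragment, aa 76-261 | Buffer or medium: Tris acetate buffer pH 5.5 with MgCl2 and Tween-20 | Compound: One concentration, 20 µM, with 1.0% DMSO | Also added: Phospho 17-mer peptide substrate | Signal: Absorbance at 630 nm | Incubation: 45 min enzyme reaction at room temperature | Measure: % inhibition of SCP-1 phosphate liberation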
# Neddylation inh: inhibitors of cullin neddylation, primary screen, biochemical, TR-FRET, uHTS, NAE and Ubc12; calls only at 25 µM; 360,000 compounds, 0.58% hits; in the data active = inhibition above about 36%
# STEP inh: STEP phosphatase inhibitors, primary screen, biochemical, fluorescence intensity, uHTS; Tyrosine-protein phosphatase non-receptor type 5 (Homo sapiens), P54829; recombinant STEP, OMFP fluorogenic substrate; inhibition, % at 20 µM; 360,000 compounds, 0.25% hits; AID 588621, 2011;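 active = inhibition at 20 µM, scaled per plate between control wells, above about 37%, limit read from the data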;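 note: 0% = DMSO with enzyme and substrate and 100% = substrate only without enzyme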
#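 Assay system: isolated STEP enzyme. Buffer or medium: pH 6.0 Bis-Tris with DTT and Tween 20. Also added: fluorogenic phosphatase substrate OMFP at 25 µM final. Dosing: 20 µM, 1% DMSO. Timing: 20 min reaction, room temperature, in the dark. Measured by: fluorescence intensity, excitation 480 nm, emission 540 nm. Evaluation: normalized % inhibition.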
# SUMO1 PPI mod: modulators of SUMO1 protein-protein interactions, primary screen, biochemical, uHTS; Small ubiquitin-related modifier 1 (Homo sapiens), P63165; SUMO1 binding to a labelled peptide, TR-FRET, 1 h; inhibition, % at 20 µM; 360,000 compounds, 0.33% hits; AID 602429, 2012; in the data active = inhibition above about 37%
# Target sequence (P63165 whole entry, looked up): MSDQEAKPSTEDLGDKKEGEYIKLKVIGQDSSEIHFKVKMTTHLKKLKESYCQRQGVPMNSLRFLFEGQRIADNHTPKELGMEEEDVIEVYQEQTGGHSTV
# Starred values were filed as active, the others as inactive; i = inactive; / = no result given; + = active, no number.
molecule	DNMT1 block	CendR NRP1 mod	NadD inh	SKN-1 inh	Tb MetRS inh	LMPTP block	Scp1 inh	Neddylation inh	STEP inh	SUMO1 PPI mod
COCCCNC(c1ccccc1)c1ccncc1 (stereo unspecified)	0.2	0.9	10.3	19.2	-0.2	-1.4	-4.8	i	0.4	-4.1
CN(C)c1nc(-c2ccccc2)cc(C(F)(F)F)c1C#N	0.3	5.9	4.3	-10.2	-0.4	0.1	-6.2	/	6.0	-4.9
C[C@H](CO)N1C[C@H](C)[C@@H](CN(C)S(=O)(=O)c2cccs2)Oc2ccc(NC(=O)Nc3ccccc3)cc2C1=O	-7.1	0.3	6.7	12.8	3.7	-0.5	4.1	i	-3.1	9.0
CC(C)(C)NC(=O)C(c1ccc(O)cc1)N(C(=O)CCC(=O)Nc1nccs1)c1ccc(F)cc1 (stereo unspecified)	-1.9	8.2	8.8	-2.2	0.8	0.2	-2.9	i	1.3	-1.9
N#CC1(NC(=O)COc2ccc3oc4ccccc4c3c2)CCCCC1	16.5	-12.1	-6.6	7.1	-0.5	3.4	-5.7	i	-1.0	3.6
CCC(C)(C)c1ccc(OC(=O)c2cccnc2Cl)cc1	3.9	0.8	-2.2	10.8	-0.3	5.4	-9.6	i	2.2	4.7
O=C(CSc1nnc(CNc2ccc(Cl)cc2)n1Cc1ccccc1)NCc1ccco1	-12.1	-1.4	6.1	2.0	-1.2	-0.3	3.5	i	-0.1	-4.0
COc1cc(OC)cc(-c2c(-c3cccs3)c3cc(-c4ccc5cc[nH]c5c4)ccc3n2C)c1	-23.5	-12.5	21.7	10.5	-0.1	3.8	-7.1	/	-2.9	0.7
Cc1cc(Oc2nc3ccccn3c(=O)c2/C=C(\C#N)C(=O)NC2CCS(=O)(=O)C2)ccc1Cl (stereo unspecified)	-3.2	4.2	1.8	-1.0	-0.7	-0.4	-3.6	/	-0.1	-21.6
CCCCOc1ccc(Cl)cc1CSc1nncn1N	-1.4	-17.7	-1.4	5.5	0.0	-0.4	-1.8	i	3.4	0.4
CC1CCCN(C(=O)COc2ccc3c(c2)OCO3)C1 (stereo unspecified)	0.5	17.2	2.3	7.3	-0.2	-1.1	8.2	i	-0.2	1.0
CC1(C)CC(NC(=O)COc2ccc([N+](=O)[O-])cc2)CC(C)(C)N1	-1.5	0.2	-5.7	4.6	-0.6	0.1	-12.3	i	1.8	-4.7
CC1CCN(CCCNC(=O)CN2C(=O)CSc3ccc(S(=O)(=O)N4CCC(C)CC4)cc32)CC1	0.1	5.5	-5.3	10.1	-0.4	-2.9	-2.0	i	-3.7	-7.5
CCCCCN=C(C)c1c(O)c2ccccc2oc1=O	0.7	-2.1	-2.7	17.5	-0.3	-1.2	-11.2	i	1.3	-1.8
Cc1cc(NS(=O)(=O)c2ccc(NS(=O)(=O)c3ccc(Br)cc3)cc2)no1	2.2	-5.5	-11.4	-1.2	-0.1	0.6	-4.8	+	-0.6	8.7
CCN(CC)C(=O)[C@H]1CC(CC(=O)NC(C)(C)C)C(=O)N2CCc3c([nH]c4ccccc34)[C@]12C (stereo partly specified)	4.6	-7.2	3.2	4.6	-0.1	-1.7	-12.4	i	-1.0	3.8
COc1ccc(NC(=O)CSc2nc3ncccc3[nH]2)cc1OC	-1.8	0.5	-1.3	17.0	5.2	-0.8	-4.6	i	2.1	2.3
COc1ccc2c(c1)OC1(C)CC2C(C(=O)c2ccccc2OC)C(=O)N1 (stereo unspecified)	-3.4	5.6	-1.0	1.6	0.1	-1.2	-9.8	i	-2.8	11.9
CSc1oc(-c2ccco2)nc1S(=O)(=O)c1ccc(F)cc1	10.5	-20.6	-7.5	-2.4	-0.8	-1.4	24.0	i	-2.4	0.2
COc1ccc(CCNC(=O)c2ccc3c(c2)NC(=O)CS3)cc1OC	1.4	5.9	-0.1	8.5	0.1	-0.5	-5.2	i	-0.1	3.6
Cc1nc2[nH]c(=S)n(C)c(=O)c2nc1C	-2.5	-13.9	-4.9	7.9	-1.0	-2.5	-1.3	i	-3.3	-7.0
COc1ccc(S(=O)Cc2ccc(C(=O)NCc3cccc(OC)c3)o2)cc1 (stereo unspecified)	-0.8	0.7	0.5	1.9	0.6	-0.6	-3.4	i	-1.4	3.6
CCOC(=O)Cc1nnc(Nc2ccc(C)cc2)c2ccccc12	-4.7	0.4	0.2	-8.0	0.0	0.1	3.6	i	-2.5	-8.8
COc1ccc(/C=C2\SC(=S)N(C(C)C(=O)NC3C=CS(=O)(=O)C3)C2=O)cc1 (stereo unspecified)	0.5	6.4	2.6	0.1	1.2	0.3	-5.5	i	7.6	-33.3
O=C(Cc1ccc(F)cc1)N1CCN=C1SCc1ccc([N+](=O)[O-])cc1	-3.1	21.8*	-0.2	-2.1	-0.1	-2.6	-5.7	i	1.9	-24.4
S=C(NCc1ccccc1)NCc1ccccn1	3.0	-2.2	5.4	9.8	-0.2	-1.4	-5.1	i	0.5	0.8
Cc1cc(-n2c(SCc3ccccc3F)nc3n[nH]c(C)c3c2=N)ccc1Cl	-3.5	-5.4	5.7	-2.0	0.6	0.9	2.0	i	-6.1	0.7
O=C(COC(=O)CCC1CCCC1)Nc1cc(S(=O)(=O)N2CCOCC2)ccc1Cl	-0.9	8.2	-3.5	4.3	0.5	0.7	-9.0	i	0.0	-4.6
COc1ccc(N2CCN(C(=O)CCS(=O)(=O)c3ccc4c(c3)NC(=O)C(C)S4)CC2)cc1 (stereo unspecified)	-2.5	3.0	-0.8	-12.7	0.0	-2.0	-0.9	i	-1.2	-3.6
COC(=O)c1nc(NC(=O)c2ccccc2Cl)n[nH]1	1.9	-1.1	9.8	-6.8	-0.4	-2.7	-4.6	i	-2.7	0.4
COc1cccc(/C=N/NC(=O)CNC(=O)COc2cccc(C)c2)c1O	1.5	-5.0	1.0	-1.5	-0.2	0.3	-6.8	i	-1.1	2.3
Cn1c(SCC(=O)Nc2ccc(NC(=O)c3ccccc3)cc2)nnc1-c1ccncc1	-1.2	4.2	-3.6	7.3	-0.5	-0.7	-7.9	i	-2.6	2.8
CC(C)c1ccc(/C=C2\NC(=S)N(Cc3cccnc3)C2=O)cc1	0.5	8.2	1.3	-0.2	0.1	-0.2	-6.4	i	3.2	0.9
Nc1nonc1-n1nnc(C(=O)N/N=C/c2cc(Br)ccc2O)c1CSC1=NCCS1	-24.7	-20.0	37.3*	13.0	0.6	2.0	-23.8	i	-1.1	9.0
CN1CN(C)C(c2ccncc2)=C1c1ccncc1	-0.9	-2.5	-6.2	2.6	-0.9	5.7	-1.8	i	1.5	-1.5
COc1cc(OC)c2c(c1C(CCN1CCOCC1)c1ccc(N(C)C)cc1)OC(=O)CC2c1ccc(N(C)C)cc1 (stereo unspecified)	-19.8	15.1	-2.6	-5.0	-0.4	-1.0	2.9	i	2.7	3.2
Cc1ccc(OC(=S)Nc2ccc(F)cc2)cc1	0.9	-4.1	-3.7	-7.7	-0.7	0.0	-0.3	i	-4.0	-0.4
O=C(O)c1cccc(NS(=O)(=O)c2ccc(-c3ccc(S(=O)(=O)Nc4cccc(C(=O)O)c4)cc3)cc2)c1	3.1	-137.9	-4.3	1.1	0.1	0.8	0.2	i	1.1	11.0
CC(C1=C(CCN(C)C)Cc2ccccc21)c1ccccn1 (stereo unspecified)	-0.3	3.2	-1.9	-2.3	0.1	-1.4	-0.3	i	-2.5	1.6
COCCCn1c(CCC(=O)O)ccc1-c1ccc(F)cc1	-3.0	-0.3	1.1	13.9	-0.3	0.2	-4.8	/	5.1	1.9
CCOc1ccccc1N=Nc1c(C)[nH]n(-c2ccccc2)c1=O	-1.1	1.7	-8.9	-13.9	-0.7	4.4	-3.7	i	1.6	-9.5
Cc1c(NC(=S)N/N=C/c2ccc(Br)cc2)c(=O)n(-c2ccccc2)n1C	-4.2	-2.0	5.4	2.0	-0.2	3.3	-0.4	i	6.7	-6.5
Cc1cc(C(=O)CCC(=O)N(C)CC(=O)Nc2ccc(OC(F)(F)F)cc2)c(C)s1	-1.0	-17.9	-5.9	-4.2	-0.3	1.3	-5.7	i	1.2	-0.6
COc1cc(OC)cc(C(=O)NC2=NCCS2)c1	0.7	7.1	-6.6	8.4	-1.8	-1.3	-7.2	i	-1.0	-1.5
CCOC(=O)Cc1csc(SCC(=O)Nc2cc(Cl)ccc2Oc2ccccc2)n1	-4.5	-6.6	4.4	-27.1	-1.0	5.0	-7.0	i	-1.0	2.8
CCN1CCN(c2ccc(S(=O)(=O)N3CCCCC3)cc2NC(=O)COc2cc(C)ccc2Cl)CC1	-5.2	-10.2	8.4	-8.0	-0.3	1.1	24.2	i	1.4	8.6
COc1ccc(C2=Nc3ccccc3NC(=O)C2N(Cc2ccccc2)C(=O)C2=NNC(=O)CC2)cc1 (stereo unspecified)	-7.2	-2.8	-0.2	-14.0	-0.9	-0.4	/	i	3.9	-5.5

# One compound at a time (already shown). Order of screens: DNMT1 block | CendR NRP1 mod | NadD inh | SKN-1 inh | Tb MetRS inh | LMPTP block | Scp1 inh | Neddylation inh | STEP inh | SUMO1 PPI mod
# Results for `CC(C)(C)NC(=O)C(c1ccc(O)cc1)N(C(=O)CCC(=O)Nc1nccs1)c1ccc(F)cc1` (stereo unspecified) = -1.9 | 8.2 | 8.8 | -2.2 | 0.8 | 0.2 | -2.9 | i | 1.3 | -1.9
# Results for `CCOC(=O)Cc1nnc(Nc2ccc(C)cc2)c2ccccc12` = -4.7 | 0.4 | 0.2 | -8.0 | 0.0 | 0.1 | 3.6 | i | -2.5 | -8.8
# Results for `CCCCCN=C(C)c1c(O)c2ccccc2oc1=O` = 0.7 | -2.1 | -2.7 | 17.5 | -0.3 | -1.2 | -11.2 | i | 1.3 | -1.8
